Screening data from PubChem.
rTrxR1 inhibitor – blocks rat thioredoxin reductase 1; Potency, µM (highest dose often 114 µM), inactives show at the highest dose activity change, negative = inhibition, hits mostly inhibitors; recombinant rTrxR1, NADPH fluorescence consumption, selenite substrate; O89049; hit rate 1% among 390,000; further: potency means the concentration at half of the fitted maximal effect; on the % scale 0 is the no-effect control and ±100 the full control effect; nearly all actives have a fitted effect of over 65% in size
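Rat TrxR1 (90 nM in the dispensed reagent) was pre-reduced with 400 uM NADPH for 5 min at room temperature, then incubated with compound for 15 min. After 400 uM selenite was added, NADPH fluorescence (Ex 340/Em 450 nm) was followed for 8 min.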
mIDH1 inhibitor – blocks human mutant IDH1 R132H enzyme. O75874. IDH1-R132H enzyme, NADPH consumption, diaphorase/resazurin fluorescence. Potency, µM (highest dose often 76.6 µM), for inactives: at the top dose activity change, negative = inhibition, hits mostly inhibitors. hit rate 0.093% among 390,000; further: potency means the concentration at half of the fitted maximal effect; on the % scale 0 is the no-effect control and ±100 the full control effect; nearly all actives have a fitted effect of over 65% in size
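IDH1-R132H (0.5 ug/mL dispensed) in pH 7.5 Tris buffer was preincubated 30 min with compound, then given a substrate mix of 0.016 mM NADPH and 2 mM alpha-KG for 80 min at room temperature; remaining NADPH was read by diaphorase/resazurin fluorescence.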
USP1-UAF1 inh – blocks the human USP1/UAF1 deubiquitinase complex; O94782; recombinant USP1/UAF1, Ub-Rhodamine cleavage fluorescence; Potency, µM (titrated, usually from 57.1 µM), without a hit: at the highest dose activity change, negative = inhibition, usual class: inhibitors; hit rate 0.23% among 390,000; further: potency means the concentration at half of the fitted maximal effect; on the % scale 0 is the no-effect control and ±100 the full control effect; nearly all actives have a fitted effect of over 60% in size; inactives centre near -12
Target sequence (O94782 whole entry, looked up): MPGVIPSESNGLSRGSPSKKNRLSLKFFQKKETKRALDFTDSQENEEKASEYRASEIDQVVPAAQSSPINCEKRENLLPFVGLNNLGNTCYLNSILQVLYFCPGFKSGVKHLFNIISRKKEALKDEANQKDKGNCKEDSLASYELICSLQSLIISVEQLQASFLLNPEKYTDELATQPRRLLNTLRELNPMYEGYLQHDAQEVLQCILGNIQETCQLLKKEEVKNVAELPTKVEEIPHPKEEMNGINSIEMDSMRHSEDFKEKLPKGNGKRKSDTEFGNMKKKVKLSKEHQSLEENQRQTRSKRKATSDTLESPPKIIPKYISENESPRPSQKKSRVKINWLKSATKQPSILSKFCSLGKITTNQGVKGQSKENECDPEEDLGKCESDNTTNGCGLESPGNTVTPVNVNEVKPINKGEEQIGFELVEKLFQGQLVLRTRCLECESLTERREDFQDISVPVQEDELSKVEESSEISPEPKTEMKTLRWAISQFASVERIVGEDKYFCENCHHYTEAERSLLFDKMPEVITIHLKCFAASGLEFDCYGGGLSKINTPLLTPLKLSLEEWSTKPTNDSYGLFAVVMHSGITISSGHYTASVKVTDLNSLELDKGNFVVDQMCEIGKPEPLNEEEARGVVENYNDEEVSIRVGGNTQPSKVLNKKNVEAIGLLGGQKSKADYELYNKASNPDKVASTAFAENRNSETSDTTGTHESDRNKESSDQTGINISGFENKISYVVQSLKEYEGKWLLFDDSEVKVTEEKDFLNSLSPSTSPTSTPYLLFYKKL
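USP1/UAF1 complex (1 nM) preincubated 15 min at room temperature with compound, then Ub-Rho substrate (150 nM final) added. Kinetic fluorescence at 480/540 nm over 6 reads at 60 s intervals; 50 mM HEPES pH 7.8, 0.5 mM EDTA, 0.1 mg/ml BSA, 1 mM TCEP, 0.01% Tween-20.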
TRHR enhancer – TRH receptor (human) allosteric enhancement. enhancement, % at 2 µM. P34981. hit rate 0.66% among 360,000. TRHR cells, fluo-8 calcium fluorescence, EC20 TRH enhancement; in the data active means enhancement above about 30%; further: 0% is about no effect
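Enhancer read-out: after compound pinning and an initial kinetic agonist-mode read, an EC20 of TRH (10 nM final) was injected and fluo-8 calcium signal (Ex 480/Em 530) followed at 1 s/cycle for 100 cycles in TRHR-expressing cells.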
Pin1 inhibitor – inhibitors of human Pin1; Pin1 FP peptide displacement, HiFluor488, 10 min; hit rate 0.009% among 390,000; Potency, µM (highest dose often 115 µM), without a hit: at the highest dose activity, negative = inhibition, actives largely listed as inhibitors; AID 504891; Q13526; active means well fitted inhibition curve with a large enough effect in the polarisation, with a control signal flat, not every such curve was filed as active; inconclusive means small, poorly fitted or top-dose-only effect, or effect the other way, or a change in a side signal; inactive means no such curve, though single readings can be large or run the other way; the % refers to the polarisation; further: potency means the concentration at half of the fitted maximal effect; on the % scale 0 is the no-effect control and ±100 the full control effect
Target sequence (Q13526 whole entry, looked up): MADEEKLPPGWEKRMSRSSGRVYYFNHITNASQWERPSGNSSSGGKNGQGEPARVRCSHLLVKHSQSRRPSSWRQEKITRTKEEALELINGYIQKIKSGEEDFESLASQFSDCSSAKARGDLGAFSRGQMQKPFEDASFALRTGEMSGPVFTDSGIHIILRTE
D2 ag – agonists of human D2 dopamine receptor. P14416. HEK293 T-REx D2 cells, calcium flux agonist mode. activation, % at 2 µM. hit rate 0.53% among 340,000;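 active means activation over 3 SD above normal in the single-dose calcium agonist read, cut at about 30% in these data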; further: 0% is about no effect
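Tetracycline-induced HEK293 Trex cells with D2 receptor force-coupled to calcium signaling, plated overnight at 30 C and loaded with no-wash calcium dye. Calcium flux read kinetically for 180 s after compound addition; responses flag agonists.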
TRHR agonist – activates the human TRH receptor | P34981 | TRHR cells, calcium flux fluo-8, FDSS agonist mode | activation, % at 2 µM | hit rate 0.18% among 360,000 | AID 493084; in the data active means activation above about 30%; further: 0% is about no effect
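TRHR-expressing cells loaded with fluo-8 calcium dye; 23 nL library compound pin-transferred, kinetic FDSS fluorescence (Ex 480/Em 530) recorded about 180 s for agonist-induced calcium release, before a 10 nM TRH EC20 addition for potentiator mode.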
TrxR1 substrate – is turned over as a substrate by rat TrxR1; AID 588456; O89049; purified TrxR1 substrate turnover, NADPH consumption readout; Potency, µM (highest dose often 114 µM), inactives show at the highest dose activity change, negative = substrate turnover; hit rate 0.01% among 390,000; further: potency means the concentration at half of the fitted maximal effect; on the % scale 0 is the no-effect control and ±100 the full control effect; nearly all actives have a fitted effect of over 50% in size
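Rat TrxR1, dispensed at 90 nM, was prereduced with 400 uM NADPH (final) for 5 min at ~22 deg C, then incubated with compound 15 min before 400 uM selenite. A first-read NADPH fluorescence drop versus no-compound background flagged substrates.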
D2 antag – D2 dopamine receptor (human) antagonism | P14416 | HEK293 TREx D2 cells, calcium flux, dopamine EC80 | inhibition, % at 10 µM | hit rate 2% among 340,000 | AID 485344; in the data active means inhibition above about 30%; further: 0% is about no effect
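Antagonism is scored as inhibition of an EC80 dopamine-evoked calcium signal in a force-coupled, tetracycline-inducible HEK293 T-REx D2 line, with compound present 180 s before agonist.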
Numbers without * were called inactive; ? = inconclusive; . = no result given; & = joins results of further samples; [ ] = dose if it differs, or a comment. Unless noted, the call rests on the fitted dose curve; in most records, active means well fitted inhibition curve with a large enough effect; inconclusive means small, poorly fitted or top-dose-only effect; inactive means no such curve, though single readings can be large or run the other way.

SMILES	rTrxR1 inhibitor	mIDH1 inhibitor	USP1-UAF1 inh	TRHR enhancer	Pin1 inhibitor	D2 ag	TRHR agonist	TrxR1 substrate	D2 antag
COc1ccc(NC(=O)CN2CCN(C3c4ccccc4-c4ccccc43)CC2)c(OC)c1	11%[57.1 µM]	5%	-5%	4	-2%	0.3	0.7	4%[57.1 µM]	-2
CCc1nnc(N2C(=O)c3ccccc3C2(O)c2ccccc2)s1 (stereo not drawn)	15%	-4%	-10%	0	-4%	-0.6	-0.2	9%	8
CCOc1ccc(CCNC(=O)CS(=O)Cc2nc(-c3ccccc3Cl)oc2C)cc1OCC (stereo not drawn)	4%	-6%	-22%	-6	-3%	-0.8	0.3	-4%	10
COc1ccc(Cl)cc1NC(=O)CN(C)CC(=O)Nc1ccccc1C(F)(F)F	11%[57.1 µM]	-1%	-22%	-3	-8%	0.3	-0.6	3%[57.1 µM]	1
Cc1cc(C)cc(C(=O)NC(CC(N)=O)c2ccc(NCC3CC3)c([N+](=O)[O-])c2)c1 (stereo not drawn)	12%[57.1 µM]	5%	-15%	7	1%	14	0.0	-6%[57.1 µM]	-6
C/C(=N\NC(=O)c1ccc(CSc2nc(C)cc(C)n2)cc1)c1ccco1	4%[57.1 µM]	-1%	8%	-4	1%	-1.2	-1.0	-8%[57.1 µM]	-12
CC1CC(C)CN(C(=O)c2ccc(CNc3c(N4CCCC4)c(=O)c3=O)cc2)C1 (stereo not drawn)	4%	-1%	-17%	5	1%	0.5	-0.2	-5%	-1
CCc1cccc(NC(=O)C2CCCN(S(=O)(=O)c3c(C)[nH]c(=O)[nH]c3=O)C2)c1 (stereo not drawn)	11%[57.1 µM]	-6%	-2%	9	5%	0.3	-0.2	-7%	17
Cc1cc(C)n(C(=O)CNC(=O)c2ccco2)n1	-12%	-1%	-2%	4	-8%	-0.3	0.6	-2%	-6
CN(C)S(=O)(=O)N1CCN(C(=O)c2ccc3c(c2)OCO3)CC1	-1%[57.1 µM]	-1%	-20%	1	-8%	1.5	-0.2	0%[57.1 µM]	10
Cc1[nH][nH]c(=O)c1C	29%	2%	-21%	0	-2%	0.8	0.1	8%	13
O=C(Nc1cccc(Cl)c1)c1ccc2c(=O)n3c(nc2c1)CCCCC3	-13%	-2%	-5%	2	2%	-0.4	0.1	-10%	3
COCCCN1C(=O)c2ccc(C(=O)OCC(=O)NCCc3ccccc3)cc2C1=O	19%	9%	-4%	-1	-8%	0.0	-0.2	2%	21
CCCc1oc(C(=O)O)cc1CN	10%	2%	2%	-11	-2%	-1.3	-0.1	0%	15
CCN1C(=O)c2ccccc2S(=O)c2ccc(C(=O)N3CCCC3)cc21 (stereo not drawn)	18%[57.1 µM]	1%	-10%	1	-7%	1.6	0.7	13%[57.1 µM]	-13
C/C(=N\OCC(=O)NCC(F)(F)F)c1cc2ccccc2o1	-2%	3%	-14%	6	-3%	0.2	-0.1	-4%	-1
CCOc1ccccc1NC(=O)CSc1nc2c(oc3ccccc32)c(=O)n1C(C)C	10%	-7%	-27%	-5	0%	0.0	-0.2	-1%	.
COc1cccc(NC(=O)CC(=O)Nc2ccc3nc4n(c(=O)c3c2)CCCCC4)c1	15%	-22%	-21%	-2	1%	0.2	0.3	3%	.
CCOC(=O)c1c(NC(=O)COC(=O)Cn2c(C(F)(F)F)nc3ccccc32)sc(C)c1C	1%[57.1 µM]	3%	-24%	-5	6%	0.8	0.3	7%[57.1 µM]	4
O=C(CCN1C(=O)/C(=C/c2ccc3c(c2)OCO3)SC1=S)Nc1cccc(C(=O)O)c1	1%[57.1 µM]	4%	-19%	7	47%[activator]	0.3	0.1	-2%[57.1 µM]	22
COc1ccccc1Nc1nc(NCCO)c2ccccc2n1	.	.	.	-1	.	0.3	0.5	.	-2
O=C(CN(c1ccccc1)S(=O)(=O)c1ccccc1)N/N=C/c1ccc(OC2CSC2)cc1	.	.	.	1	.	-0.4	-0.7	.	6
COc1ccc(CCN2C(=O)CC(C(N)=O)SC2=Nc2ccc(F)cc2)cc1OC (stereo not drawn)	14%	6%	-22%	20	-16%	-0.2	-0.2	9%	-6
O=C(CN(c1ccc(F)cc1)S(=O)(=O)c1ccc2c(c1)OCCO2)NCc1ccccc1	8%	-3%	42%[activator]	8	6%	0.0	-0.9	6%	0
CSCc1ccc(C(=O)N2CCC(N3CCC(C(=O)NC(C)C)CC3)CC2)o1	?	-1%	-7%	-17	6%	0.3	0.6	-7%	-16
More results:
SMILES	rTrxR1 inhibitor	mIDH1 inhibitor	USP1-UAF1 inh	TRHR enhancer	Pin1 inhibitor	D2 ag	TRHR agonist	TrxR1 substrate	D2 antag
COc1ccccc1-c1nc(-c2ccc(Br)o2)no1	?	0%&9%	-7%&-29%	24&7	0%&1%	0.0&18	0.8&-1.3	-9%[57.1 µM]	-5
COc1ccc(NC(=O)CS(=O)c2cccc(C(F)(F)F)c2)cc1 (stereo not drawn)	19%	0%	-25%	-5	-1%	-2.2	0.4	5%	0
O=[N+]([O-])c1cccc(S(=O)(=O)N2CCc3ccccc3C2)c1	-6%	-9%	-15%	4	-8%	.	-0.4	-7%	.
COc1ccc(NC(=O)CSc2nc3c(c(=O)[nH]2)CN(Cc2ccccc2)CC3)cc1Cl	15%	-8%	-10%	-1	10%	4.7	0.2	-2%	.
CC(C)c1cc(NC(=O)C(C)(C)C)cc(C(C)C)c1O	20%[57.1 µM]	-2%	-1%	-2	-3%	0.0	0.2	12%[57.1 µM]	-10
CCn1nnc(NC(=O)c2sc3ccccc3c2Cl)n1	-12%	-1%	2%	-1	11%	-1.0	0.0	-8%	7
COc1ccc(S(=O)(=O)NCC(=O)N(CC(=O)NCC2CCCO2)c2cc(C)ccc2C)cc1 (stereo not drawn)	8%	2%	-22%	3	0%	-1.1	-0.4	-10%[57.1 µM]	14
CN(C)S(=O)(=O)c1cc(NC2CC(=O)N(c3ccc(F)cc3)C2=O)ccc1Cl (stereo not drawn)	?	3%	-21%	0	2%	.	0.0	3%	.
CC(=O)C1CCC2C3CCC4=CC(=O)CCC4(C)C3(Br)C(=O)CC12C (stereo not drawn)	-17%	-1%	-22%	.	-10%	.	.	5%[57.1 µM]	.
CN1CC[C@@]2([C@@]34CCN(C)C3Nc3ccccc34)c3ccccc3NC12 (stereo partly drawn)	9%	-11%	-23%	.	-7%	.	.	1%	.
COCCCn1nnnc1SCC(=O)N1CCCC1	7%[57.1 µM]	9%	-17%	3	0%	-0.1	0.8	15%[57.1 µM]	-22
CCN(CC)CCN(Cc1cc2cc3c(cc2[nH]c1=O)OCO3)C(=S)NCCCN(C)C	?	2%	-7%	-2	-2%	1.0	0.0	35%[activator]	16
O=C(NC(=S)Nc1ccc(Cl)cn1)c1cccs1	5%	9%	-22%	12	-1%	-1.4	-1.1	0%	-7
CC(=O)c1ccccc1NC(=O)Cn1c(=O)cnc2ccccc21	6%[57.1 µM]	10%	-3%	1	?	0.2	0.5	-17%[57.1 µM]	13
Cc1cccc(OCC(=O)Nc2ccc(N3CCN(S(C)(=O)=O)CC3)cc2)c1	24%	0%	-18%	-2	-4%	0.6	0.0	7%	-4
CC(C)CC1(C)NC(=O)N(Cc2cc([N+](=O)[O-])cc3c2OCOC3)C1=O (stereo not drawn)	3%	-6%	-11%	3	0%	0.7	-0.9	-5%	6
Cc1ccccc1-c1nnc(SCC(=O)NCC2CCCO2)o1 (stereo not drawn)	-22%	-7%	-25%	-6	2%	0.1	0.2	-13%	13
CCOC(=O)c1c(O)c2c(n(Cc3ccco3)c1=O)CCCC2	-19%	-3%	7%	8	7%	-0.1	-1.1	-13%	22
CCCOc1cc(N(CC)CC)ccc1/C=C(/C#N)c1nc2ccc(C)cc2[nH]1	-11%	5%	66%[activator]	9	?	20	32*	-14%	-22
CC(=O)Nc1ccc(SC[C@H](C)CN2CC[C@H](C(C)(C)C)CCC2=O)cc1	47%&43%	-3%	-16%	-5	-5%	0.9	1.7	-1%[57.1 µM]	3
CCc1cccc(NC(=O)Cn2c(=O)n(Cc3ccccc3)c(=O)c3c(C)c(C(=O)N(C)C)sc32)c1	19%[57.1 µM]	-4%	-10%	1	16%	0.0	0.4	-3%[57.1 µM]	.
O=c1ccc(S(=O)(=O)N2CCCC2)cn1Cc1nc(-c2ccccc2)no1	24%	3%	-18%	-5	-1%	-0.5	0.0	2%	15
CN(C)C(=N)c1n[nH]nc1SCc1ccccc1	36%[activator][57.1 µM]	4%	-22%	-2	-4%	-4.4	-1.2	7%[57.1 µM]	-13
CCOC(=O)N/N=C/c1ccc(N2CCOCC2)s1	-29%	5%	1%	-5	-1%	0.8	-0.2	-18%	8
COC(=O)C(C)Oc1ccc(=O)[nH]n1 (stereo not drawn)	1%	1%	1%	9	2%	1.1	0.7	-4%	11
COc1ccc(N2CCN(c3nc4ccc(C(=O)c5ccccc5)cc4n4cnnc34)CC2)cc1	38%[activator]	0%	?	1	18%	-0.5	-0.6	10%	.
Cc1ccc(C)c(S(=O)(=O)Nc2ccccc2C(=O)Nc2ccccc2N2CCOCC2)c1	19%	4%	-8%	1	7%	0.5	-0.5	10%	-4

4 successive entries out of the list so far, for reference:
SMILES	rTrxR1 inhibitor	mIDH1 inhibitor	USP1-UAF1 inh	TRHR enhancer	Pin1 inhibitor	D2 ag	TRHR agonist	TrxR1 substrate	D2 antag
O=[N+]([O-])c1cccc(S(=O)(=O)N2CCc3ccccc3C2)c1	-6%	-9%	-15%	4	-8%	.	-0.4	-7%	.
COc1ccc(NC(=O)CSc2nc3c(c(=O)[nH]2)CN(Cc2ccccc2)CC3)cc1Cl	15%	-8%	-10%	-1	10%	4.7	0.2	-2%	.
CC(C)c1cc(NC(=O)C(C)(C)C)cc(C(C)C)c1O	20%[57.1 µM]	-2%	-1%	-2	-3%	0.0	0.2	12%[57.1 µM]	-10
CCn1nnc(NC(=O)c2sc3ccccc3c2Cl)n1	-12%	-1%	2%	-1	11%	-1.0	0.0	-8%	7

Not all compounds are listed, so the mix of outcomes need not match the whole.
